Bioassay records: PubChem, several laboratories
TAAR1 agonist: agonists of human TAAR1; activation, % at 3 µM; 360,000 tested, 0.99% active; CHO RD-HGA16 TAAR1, Fluo-8 calcium fluorescence; vehicle wells 0%, saturating PEA agonist 100%; AID 624467;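 active = activation above the mean activation of all test compounds in the run plus 3 SD, cut at about 38% in these data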
Target sequence (Q96RJ0 whole entry, looked up): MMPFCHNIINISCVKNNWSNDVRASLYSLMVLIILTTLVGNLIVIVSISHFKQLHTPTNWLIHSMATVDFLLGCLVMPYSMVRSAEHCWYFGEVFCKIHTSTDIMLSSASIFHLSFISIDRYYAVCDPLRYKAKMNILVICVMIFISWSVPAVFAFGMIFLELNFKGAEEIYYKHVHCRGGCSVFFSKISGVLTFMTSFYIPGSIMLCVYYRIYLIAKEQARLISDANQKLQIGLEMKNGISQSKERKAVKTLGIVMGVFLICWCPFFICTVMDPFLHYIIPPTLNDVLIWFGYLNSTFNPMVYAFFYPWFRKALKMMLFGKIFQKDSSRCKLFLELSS
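Test system: RD-HGA16 (CHO) cells co-expressing Gα16 and hTAAR1; dosing: one-point dosing at 3 µM (nominal); timing: 17-24 h seeding, 75 min 37 °C dye, 30 min RT; signal: kinetic Fluo-8 calcium fluorescence; read-out basis: % activation relative to PEA EC100 response; controls: DMSO and PEA EC100; replicates: n 1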
M4 PAM: CHRM4 positive allosteric modulation. P08173. CHO-K1 hM4/Gqi5, Fluo-8 calcium fluorescence, ACh EC20; 0% = ACh EC20, 100% = maximal ACh. activation, % at 3 µM. 360,000 tested, 0.4% active. AID 624126;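 active = activation above its plate's cutoff, the mean activation of sample wells plus 3 SD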; also: some results filed as inactive read as strong as hits
Target sequence (P08173 whole entry, looked up): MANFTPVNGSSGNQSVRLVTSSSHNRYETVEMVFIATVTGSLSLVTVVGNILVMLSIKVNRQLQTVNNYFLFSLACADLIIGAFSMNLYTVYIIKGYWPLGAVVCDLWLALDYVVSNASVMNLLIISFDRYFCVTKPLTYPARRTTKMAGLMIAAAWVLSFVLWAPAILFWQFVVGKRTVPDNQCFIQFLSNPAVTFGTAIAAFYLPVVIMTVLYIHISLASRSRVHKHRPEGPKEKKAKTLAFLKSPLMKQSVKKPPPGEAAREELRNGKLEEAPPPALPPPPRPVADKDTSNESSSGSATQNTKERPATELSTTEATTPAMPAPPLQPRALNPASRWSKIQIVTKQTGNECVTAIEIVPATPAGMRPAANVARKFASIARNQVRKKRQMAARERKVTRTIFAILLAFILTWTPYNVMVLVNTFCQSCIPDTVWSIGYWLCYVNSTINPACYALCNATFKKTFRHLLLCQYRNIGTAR
M5 PAM: potentiates acetylcholine response at human M5 receptor; P08912; CHO-K1 hM5, Fluo-8 calcium, ACh EC20 PAM; 0% = ACh EC20, 100% = ACh EC100; activation, % at 3 µM; 360,000 tested, 0.3% active; AID 624038;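 active = activation above the run cutoff, the mean activation of all test compounds plus 3 SD, cut at about 18% in these data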
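System – CHO-K1 hM5 cells · Compound – 3 µM, single dose · Incubation – compound preincubation 140 s before EC20 acetylcholine addition · Technique – Fluo-8 calcium fluorescence · Measure – Max/basal fluorescence ratio as % of EC20–EC100 ACh window · Benchmarks – low control EC20 acetylcholine (0%), high control EC100 acetylcholine (100%) · Replication – singlicate, one well per test compound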
M5 ag: CHRM5 agonism in calcium assay | P08912 | CHO-K1 hM5 cells, Fluo-8 calcium fluorescence; 0% DMSO wells, 100% maximal acetylcholine response | activation, % at 3 µM | 360,000 tested, 0.19% active | AID 624037;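 active = activation above the run's mean over test compounds plus 3 SD, cut at about 23% in these data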;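 also: signal is peak over basal fluorescence ratio across the kinetic read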
CHRM5 antagonist: blocks acetylcholine activation of human M5 receptor. CHO-hM5 cells, Fluo-8 calcium fluorescence, ACh EC80. 360,000 tested, 0.59% active. inhibition, % at 3 µM;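 active = inhibition above a per-plate cutoff, the mean of that plate's test compounds plus 3 SD, cut at about 27% in these data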;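 also: 0% = acetylcholine EC80 with DMSO and 100% = DMSO without agonist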
CRFBP-R2 agonist: agonists of human CRF-binding protein/CRF-R2 receptor complex; HEK293 CRF-R2/CRF-BP, calcium dye fluorescence (FLIPR); percent of saturating CRF peptide response; activation, % at 13.2 µM; 350,000 tested, 0.46% active; AID 588473;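 active = activation of at least 50%, plus an integration ratio under a set limit after plate pattern correction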;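 also: plate controls were neutral control wells without compound for no effect and CRF at EC100 for full effect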
CHO-K1 Ca PAM: M1 PAM counterscreen hit in parental CHO-K1 cells; AID 602247; 360,000 tested, 0.02% active; ATP EC20, Fluo-8 calcium fluorescence; 0% at ATP EC20, 100% at ATP max; activation, % at 3 µM;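 active = activation above the run cutoff, the mean activation of all test compounds plus 3 SD, cut at about 40% in these data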;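 also: peak over basal fluorescence ratio in a 140 s read after ATP addition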
TAAR1 antagonist: human TAAR1 antagonism | Q96RJ0 | CHO RD-HGA16 TAAR1, Fluo-8 calcium fluorescence, antagonist | inhibition, % at 3 µM | 360,000 tested, 1.5% active;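 active = inhibition above a per-plate cutoff, the mean inhibition of test compounds on that plate plus 3 SD, cut at about 49% in these data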;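 also: 0% = DMSO plus EC80 beta-PEA response and 100% = DMSO alone without agonist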
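Test system – hTAAR1-expressing CHO RD-HGA16 cells, Gα16-coupled · Reagent – β-PEA at EC80 concentration, post-compound challenge · Compound dosing – 3 µM, single point · Timing – 140 s kinetic read after compound, 140 s after agonist · Detection – Fluo-8 intracellular calcium dye fluorescence, real-time kinetic reads · Control set – DMSO and EC80 PEA controls · Repeats – n of 1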
CRFR2-BP antag: blocks CRF-induced signaling of the CRF-BP/CRF-R2 complex; HEK293 CRF-R2/CRF-BP, CRF-induced calcium fluorescence; inhibition, % at 11.8 µM; 350,000 tested, 0.59% active; AID 588475;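 active = inhibition of the ligand-induced calcium signal above about 50% at the single tested concentration, limit read from the data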
* marks the source's active call; other numbers are inactive results.

CCCCN1CC(O)=C(c2nc(-c3ccc(Br)cc3)cs2)C1=N was read as TAAR1 agonist 6, M4 PAM -9, M5 PAM 2, M5 ag 0, CHRM5 antagonist 5, CRFBP-R2 agonist 0.3, CHO-K1 Ca PAM -1, TAAR1 antagonist -18 and CRFR2-BP antag 2.
CNCCC(=O)N1c2ccccc2CCc2ccc(NC(=O)OC)cc21 was read as TAAR1 agonist -1, M4 PAM -6, M5 PAM -4, M5 ag -9, CHRM5 antagonist 9, CRFBP-R2 agonist 17, CHO-K1 Ca PAM 1, TAAR1 antagonist -8 and CRFR2-BP antag 33.
For CCC(CC)NC(=O)COC(=O)c1cc(Br)ccc1Cl the results were TAAR1 agonist 8, M4 PAM 15, M5 PAM -4, M5 ag -2, CHRM5 antagonist -3, CRFBP-R2 agonist 2.1, CHO-K1 Ca PAM 11, TAAR1 antagonist -19 and CRFR2-BP antag 12.
`Cc1onc(-c2c(F)cccc2Cl)c1C(=O)c1ccc(F)cc1` gave TAAR1 agonist -3, M4 PAM -9, M5 PAM 3, M5 ag -3, CHRM5 antagonist -8, CRFBP-R2 agonist -2.4, CHO-K1 Ca PAM -8, TAAR1 antagonist 0 and CRFR2-BP antag 15.
For COc1ccc(C(CNC(=S)NCc2ccccc2)N2CCCC2)cc1 (stereo not given) the results were TAAR1 agonist 7, M4 PAM -14, M5 PAM 1, M5 ag -8, CHRM5 antagonist 4, CRFBP-R2 agonist 4.4, CHO-K1 Ca PAM 9, TAAR1 antagonist -4 and CRFR2-BP antag -16.
For O=C1/C(=C/c2cccnc2)SC(=S)N1C1CCS(=O)(=O)C1 (stereo not given) the results were TAAR1 agonist 1, M4 PAM -1, M5 PAM -4, M5 ag -2, CHRM5 antagonist 2, CRFBP-R2 agonist 0.7, CHO-K1 Ca PAM -10, TAAR1 antagonist -8 and CRFR2-BP antag 19.
`COc1cc(OC)cc(C(=O)NCCCN2CCOCC2)c1` gave TAAR1 agonist 9, M4 PAM 2, M5 PAM 5, M5 ag 0, CHRM5 antagonist -1, CRFBP-R2 agonist 0.1, CHO-K1 Ca PAM 15, TAAR1 antagonist 7 and CRFR2-BP antag 12.
Cc1cc2c(=O)cc(-c3ccccc3)oc2c(C(=O)O)c1C was read as TAAR1 agonist 1, M4 PAM -2, M5 PAM -14, M5 ag 2, CHRM5 antagonist 11, CHO-K1 Ca PAM 7 and TAAR1 antagonist -31.
COC(=O)c1cc(C(=O)NCCC(C)C)cc([N+](=O)[O-])c1 was read as TAAR1 agonist 1, M4 PAM 4, M5 PAM -3, M5 ag -3, CHRM5 antagonist -3, CRFBP-R2 agonist 0.2, CHO-K1 Ca PAM 8, TAAR1 antagonist -1 and CRFR2-BP antag -4.
COC(=O)c1ccc(S(=O)(=O)NCCSc2nnc3c4ccccc4n(C)c3n2)cc1 was read as M4 PAM -6, M5 PAM -7, M5 ag 1, CHRM5 antagonist 8, CRFBP-R2 agonist -0.2, CHO-K1 Ca PAM -2 and CRFR2-BP antag -31.

In the list so far, three have a halogen.
CCCCN1CC(O)=C(c2nc(-c3ccc(Br)cc3)cs2)C1=N was read as TAAR1 agonist 6, M4 PAM -9, M5 PAM 2, M5 ag 0, CHRM5 antagonist 5, CRFBP-R2 agonist 0.3, CHO-K1 Ca PAM -1, TAAR1 antagonist -18 and CRFR2-BP antag 2.
For CCC(CC)NC(=O)COC(=O)c1cc(Br)ccc1Cl the results were TAAR1 agonist 8, M4 PAM 15, M5 PAM -4, M5 ag -2, CHRM5 antagonist -3, CRFBP-R2 agonist 2.1, CHO-K1 Ca PAM 11, TAAR1 antagonist -19 and CRFR2-BP antag 12.
`Cc1onc(-c2c(F)cccc2Cl)c1C(=O)c1ccc(F)cc1` gave TAAR1 agonist -3, M4 PAM -9, M5 PAM 3, M5 ag -3, CHRM5 antagonist -8, CRFBP-R2 agonist -2.4, CHO-K1 Ca PAM -8, TAAR1 antagonist 0 and CRFR2-BP antag 15.

Other compounds follow:
O=C(O)c1ccc2c(c1)C(=O)N(c1cccc(S(=O)(=O)Nc3cccc(C(F)(F)F)c3)c1)C2=O was read as TAAR1 agonist 0, M4 PAM -5, M5 PAM 3, M5 ag 1, CHRM5 antagonist 1, CRFBP-R2 agonist -3.9, CHO-K1 Ca PAM 12, TAAR1 antagonist -7 and CRFR2-BP antag 6.
For O=C(Cn1c(=O)c(=O)n(Cc2ccccc2)c2ccc(Cl)cc21)NCC1CCCO1 (stereo not given) the results were TAAR1 agonist 1, M4 PAM -1, M5 PAM 3, M5 ag 0, CHRM5 antagonist 1, CRFBP-R2 agonist 1.1, CHO-K1 Ca PAM 14, TAAR1 antagonist -6 and CRFR2-BP antag -7.
For Cc1c(C)c2c(OCC(=O)N3CCC(O)CC3)cc3c(c2oc1=O)CCC(C)(C)O3 the results were TAAR1 agonist 0, M4 PAM 6, M5 PAM 6, M5 ag 0, CHRM5 antagonist 1, CRFBP-R2 agonist -1.0, CHO-K1 Ca PAM -14, TAAR1 antagonist 11 and CRFR2-BP antag 10.
Screening Cc1cccc(-c2c3c(=O)n(C)c(=O)n(C)c3cn2-c2ccccc2O)c1 returned TAAR1 agonist 0, M4 PAM 2, M5 PAM -2, M5 ag -1, CHRM5 antagonist -1, CRFBP-R2 agonist -0.1, CHO-K1 Ca PAM -3, TAAR1 antagonist 4 and CRFR2-BP antag 5.
Screening C#CCOCCOCCOCCNc1nc(N2CCN(C(=O)Cn3cc(CCO)nn3)CC2)nc(N2CCN(C(=O)Cn3cc(CCCN=C(N)N)nn3)CC2)n1 returned TAAR1 agonist 10, M4 PAM 2, M5 PAM 0, M5 ag 4, CHRM5 antagonist 4, CRFBP-R2 agonist 1.8, CHO-K1 Ca PAM 19, TAAR1 antagonist 18 and CRFR2-BP antag -21.
Screening COc1ccc(-c2csc(/C(C#N)=C\c3ccc(OC)c([N+](=O)[O-])c3)n2)cc1 returned TAAR1 agonist 1, M4 PAM 1, M5 PAM -5, M5 ag 0, CHRM5 antagonist 9, CRFBP-R2 agonist 12, CHO-K1 Ca PAM -11, TAAR1 antagonist -16 and CRFR2-BP antag -26.
COc1ccccc1NCCC(=O)OCC(=O)NC1CCCCC1 was read as TAAR1 agonist 0, M4 PAM -2, M5 PAM 1, M5 ag 0, CHRM5 antagonist -5, CRFBP-R2 agonist 1.0, CHO-K1 Ca PAM 18, TAAR1 antagonist -16 and CRFR2-BP antag 3.
For Cc1cccc(C(=O)NNC(=O)c2ccccc2-n2cccc2)c1 the results were TAAR1 agonist 0, M4 PAM -5, M5 PAM -4, M5 ag 2, CHRM5 antagonist 10, CRFBP-R2 agonist 1.0, CHO-K1 Ca PAM -10, TAAR1 antagonist -2 and CRFR2-BP antag -27.
`CCOC(=O)c1c(N)sn(-c2ccccc2)c1=S` gave TAAR1 agonist -4, M4 PAM 3, M5 PAM 4, M5 ag -4, CHRM5 antagonist -4, CRFBP-R2 agonist -1.0, CHO-K1 Ca PAM 14, TAAR1 antagonist -8 and CRFR2-BP antag -2.
CN(C)S(=O)(=O)c1cccc(NC(=S)NN=C(Cc2ccccc2)Cc2ccccc2)c1 was read as TAAR1 agonist -1, M4 PAM 10, M5 PAM -6, M5 ag -4, CHRM5 antagonist 0, CRFBP-R2 agonist -1.3, CHO-K1 Ca PAM 7, TAAR1 antagonist 5 and CRFR2-BP antag -9.
For CC(NC(=O)C1CCN(Cc2ccccc2)CC1)c1cccc2ccccc12 (stereo not given) the results were TAAR1 agonist 6, M4 PAM -3, M5 PAM -6, M5 ag -1, CHRM5 antagonist 7, CHO-K1 Ca PAM -8 and TAAR1 antagonist -16.
For COc1ccc(Cl)cc1N/C(N)=N/c1nc(C)cc(=O)[nH]1 the results were TAAR1 agonist 14, M4 PAM 6, M5 PAM -7, M5 ag -2, CHRM5 antagonist 7, CRFBP-R2 agonist 1.4, CHO-K1 Ca PAM 18, TAAR1 antagonist -7 and CRFR2-BP antag 11.
`CCOCCCNc1nc2ccccc2[nH]1` gave TAAR1 agonist 12, M4 PAM 4, M5 PAM 6, M5 ag 0, CHRM5 antagonist -11, CRFBP-R2 agonist -0.2, CHO-K1 Ca PAM 10, TAAR1 antagonist 16 and CRFR2-BP antag 4.
Cc1c(F)cccc1NS(=O)(=O)c1ccccc1C#N was read as TAAR1 agonist 0, M4 PAM 8, M5 PAM 1, M5 ag 1, CHRM5 antagonist -3, CRFBP-R2 agonist -0.2, CHO-K1 Ca PAM 10, TAAR1 antagonist -24 and CRFR2-BP antag -9.
O=C(O)c1ccccc1/C=N/NC(=O)C1CCCC1 was read as TAAR1 agonist 1, M4 PAM 0, M5 PAM 11, M5 ag -2, CHRM5 antagonist -2, CRFBP-R2 agonist -1.0, CHO-K1 Ca PAM 8, TAAR1 antagonist -21 and CRFR2-BP antag -3.
Screening COc1ccc(OC)c(N=Cc2c(O)[nH]c3ccccc23)c1 returned TAAR1 agonist 4, M4 PAM -3, M5 PAM -6, M5 ag -4, CHRM5 antagonist 11, CRFBP-R2 agonist -5.4, CHO-K1 Ca PAM 16, TAAR1 antagonist 16 and CRFR2-BP antag 17.
For O=C(NCc1nnc(SCC(=O)N2CCOCC2)o1)c1cccs1 the results were TAAR1 agonist 2, M4 PAM -5, M5 PAM -2, M5 ag -3, CHRM5 antagonist 0, CRFBP-R2 agonist 1.6, CHO-K1 Ca PAM 3, TAAR1 antagonist -8 and CRFR2-BP antag -15.
Cc1ccc(S(=O)(=O)N(Cc2ccccc2)c2ccccc2C(=O)NCc2ccco2)cc1 was read as TAAR1 agonist 0, M4 PAM -7, M5 PAM -1, M5 ag -5, CHRM5 antagonist -5, CRFBP-R2 agonist 11, CHO-K1 Ca PAM -11, TAAR1 antagonist 1 and CRFR2-BP antag 71*.
CC(O)c1cc2c(s1)c1cnn(Cc3ccccc3F)c(=O)c1n2C (stereo not given) was read as M4 PAM 6, M5 PAM 3, M5 ag 1, CHRM5 antagonist -2, CRFBP-R2 agonist -6.7, CHO-K1 Ca PAM 21 and CRFR2-BP antag -32.
CCCCN(C)C(=O)c1sc(=O)n(Cc2c(C)cccc2C)c1C was read as TAAR1 agonist 2, M4 PAM 4, M5 PAM 2, M5 ag -5, CHRM5 antagonist -2, CHO-K1 Ca PAM 18 and TAAR1 antagonist -35.
`CC(=O)Nc1ccc(NC(=O)CSc2nnnn2C2CCCCC2)cc1` gave TAAR1 agonist 3, M4 PAM 2, M5 PAM -5, M5 ag 2, CHRM5 antagonist -2, CRFBP-R2 agonist -0.1, CHO-K1 Ca PAM 8, TAAR1 antagonist 1 and CRFR2-BP antag -4.
